# TAAR1 antag – human TAAR1 antagonism. CHO RD-HGA16 TAAR1, Fluo-8 calcium fluorescence, antagonist. inhibition, % at 3 µM. 360,000 compounds, 1.5% hits;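 active = inhibition above a per-plate cutoff, the mean inhibition of test compounds on that plate plus 3 SD, cut at about 49% in these data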;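 note: 0% = DMSO plus EC80 beta-PEA response and 100% = DMSO alone without agonist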
# Target sequence (Q96RJ0 whole entry, looked up): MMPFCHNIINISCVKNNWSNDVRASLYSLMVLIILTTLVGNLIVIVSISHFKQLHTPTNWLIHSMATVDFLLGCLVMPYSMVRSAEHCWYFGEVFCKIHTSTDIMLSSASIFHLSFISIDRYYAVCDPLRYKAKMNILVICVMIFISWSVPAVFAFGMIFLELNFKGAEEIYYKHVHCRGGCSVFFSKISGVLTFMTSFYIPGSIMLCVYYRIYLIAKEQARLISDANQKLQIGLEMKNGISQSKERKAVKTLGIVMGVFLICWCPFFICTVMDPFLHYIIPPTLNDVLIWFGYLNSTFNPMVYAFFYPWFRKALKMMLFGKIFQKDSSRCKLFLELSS
#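 Test system – hTAAR1-expressing CHO RD-HGA16 cells, Gα16-coupled · Reagent – β-PEA at EC80 concentration, post-compound challenge · Compound dosing – 3 µM, single point · Timing – 140 s kinetic read after compound, 140 s after agonist · Detection – Fluo-8 intracellular calcium dye fluorescence, real-time kinetic reads · Control set – DMSO and EC80 PEA controls · Repeats – n of 1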
# OXTR potentiator – human OXTR potentiation; P30559; CHO-OTR cells, Fluo-8 calcium fluorescence, potentiator mode; 0% = oxytocin EC15, 100% = EC100; activation, % at 3 µM; 320,000 compounds, 0.061% hits;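 active = activation above that plate's cutoff, the mean activation of tested compounds plus 3 SD, cut at about 6.6% in these data, passing the limit was not always enough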;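 note: 100% uses oxytocin at 75 nM as the full agonist control; some results filed as inactive read as strong as hits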
#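 Measured by – Fluo-8 calcium dye fluorescence · Test system – human OTR in CHO cells · Dosing – one concentration, 3.0 µM compound · Controls – EC15 oxytocin alone as 0%, 75 nM oxytocin as 100% · Evaluation – normalized max/min fluorescence ratio, % activation · Timing – 6 min pre-incubation, 100 s read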
# CHO parental Ca – counter-screen for OX1R antagonists: effect in parental CHO cells | parental CHO-K1, ATP-induced calcium, Fluo-8 fluorescence | inhibition, % at 5.6 µM | 330,000 compounds, 0.63% hits;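 active = inhibition above that plate's mean sample inhibition plus 3 SD, cut at about 26% in these data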;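 note: 0% = ATP-challenged DMSO wells and 100% = DMSO wells without ATP; some compounds past the cut are filed as inactive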
#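 test system = CHO parental line | reagent = ATP stimulus | measured by = intracellular calcium via Fluo-8 no-wash fluorescent dye | control set = ATP and no-ATP DMSO wells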
# CHO-K1 Ca antag – nonselective inhibitor or artifact in parental CHO-K1 cells; ATP-induced calcium, Fluo-8 fluorescence; inhibition, % at 3 µM; 360,000 compounds, 0.6% hits; AID 602250;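 active = inhibition above a per-plate cutoff, the plate's mean sample inhibition plus 3 SD, cut at about 24% in these data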;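 note: 0% = DMSO plus EC80 ATP and 100% = DMSO alone without ATP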
# CHRM1 agonist – human M1 muscarinic receptor agonism; 360,000 compounds, 0.33% hits; P11229; activation, % at 3 µM; CHO-K1 hM1, Fluo-8 calcium fluorescence, agonist mode; 0% DMSO, 100% acetylcholine EC100;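 active = activation above the run's mean compound activation plus 3 SD, cut at about 16% in these data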;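 note: peak over basal fluorescence ratio within a 140 s kinetic read after compound addition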
# Target sequence (P11229 whole entry, looked up): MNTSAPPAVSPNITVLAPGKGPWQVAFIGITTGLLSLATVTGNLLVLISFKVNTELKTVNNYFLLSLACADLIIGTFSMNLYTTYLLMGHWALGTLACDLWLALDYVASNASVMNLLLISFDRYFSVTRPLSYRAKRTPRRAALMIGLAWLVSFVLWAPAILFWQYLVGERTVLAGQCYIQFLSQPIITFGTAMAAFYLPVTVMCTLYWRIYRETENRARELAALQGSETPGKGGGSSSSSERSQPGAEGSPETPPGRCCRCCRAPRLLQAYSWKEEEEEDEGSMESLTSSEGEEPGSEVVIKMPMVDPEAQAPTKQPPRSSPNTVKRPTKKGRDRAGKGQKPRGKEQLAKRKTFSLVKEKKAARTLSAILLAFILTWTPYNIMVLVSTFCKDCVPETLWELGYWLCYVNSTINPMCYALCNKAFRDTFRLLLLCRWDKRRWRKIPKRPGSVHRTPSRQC
# CHO-K1 Ca PAM – nonselective activator or artifact in parental CHO-K1 calcium assay; AID 602247; 360,000 compounds, 0.02% hits; activation, % at 3 µM; ATP EC20, Fluo-8 calcium fluorescence; 0% at ATP EC20, 100% at ATP max;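 active = activation above the run cutoff, the mean activation of all test compounds plus 3 SD, cut at about 40% in these data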;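 note: peak over basal fluorescence ratio in a 140 s read after ATP addition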
# M1 ag parental – nonselective activator or artifact in parental CHO-K1 cells; Fluo-8 calcium fluorescence; scaled to maximal ATP response, vehicle zero; 360,000 compounds, 0.48% hits; activation, % at 3 µM; in the data active = activation above about 15%;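 note: untransfected CHO-K1 host cells lacking M1 receptor as counterscreen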
# TAAR1 agonist – agonists of human TAAR1 | Q96RJ0 | 360,000 compounds, 0.99% hits | activation, % at 3 µM | CHO RD-HGA16 TAAR1, Fluo-8 calcium fluorescence; vehicle wells 0%, saturating PEA agonist 100% | AID 624467;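 active = activation above the mean activation of all test compounds in the run plus 3 SD, cut at about 38% in these data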
#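 Assay system – CHO-derived RD-HGA16 cells with stable Gα16 and human TAAR1 · Compound dosing – one-point dosing at 3 µM (nominal) · Incubation – 17-24 h seeding, 75 min 37 °C dye, 30 min RT · Measured by – kinetic Fluo-8 calcium fluorescence · Control set – DMSO vehicle as 0%, PEA at EC100 as 100% · Repeats – single well for each compound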
# M1 antag – antagonists of human M1 muscarinic receptor | AID 588852 | inhibition, % at 3 µM | P11229 | 360,000 compounds, 1.3% hits | CHO-K1 hM1, Fluo-8 calcium fluorescence, ACh EC80 antagonist;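 active = percent inhibition above its own plate's cutoff, namely the mean of that plate's compound wells plus 3 SD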;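 note: peak over basal fluorescence ratio during 140 s after agonist addition; 0% = ACh EC80 plus DMSO and 100% = DMSO alone without agonist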
# Active calls of the source: *; nt = no result given.
No.	SMILES	TAAR1 antag	OXTR potentiator	CHO parental Ca	CHO-K1 Ca antag	CHRM1 agonist
1	COc1ccccc1CN1CCNC(=O)C1CC(=O)NCCCN1CCCC1=O (configuration not stated)	-37.5	-7.6	-9.8	-6.1	-2.0
2	CSc1n[nH]c(=S)n1N	-21.9	3.3	-7.6	-5.6	-2.4
3	O=C(Cn1c(=O)n(-c2cccc(Cl)c2)c(=O)n1CC(=O)N1CCCCC1)N1CCCCC1	-7.1	-7.5	1.3	-10.7	-2.9
4	CCN(CC)C(=O)CP(=O)(c1ccccc1)c1ccccc1	-7.0	-4.9	-24.8	-16.9	-3.2
5	O=C(OCC(=O)N1CCCCC1)c1cc2ccccc2cc1O	-9.8	-9.0	-15.1	-16.2	-3.5
6	CC(C)(C)OC(=O)C[C@@H]1C/C=C\C[C@H](CC(=O)N(CCO)Cc2ccccc2)C(=O)N[C@@H](Cc2ccccc2)COC1=O	6.1	-0.5	-27.3	-16.6	-7.0
7	Cc1nc(NC(=O)c2ccncc2)sc1C(=O)N(C)C	-6.5	-9.2	3.6	-2.7	1.4
8	COc1cc(C(=O)NC(C)c2ccc(-n3ccnc3)cc2)cc(OC)c1C (configuration not stated)	-10.3	-3.7	-20.7	-2.6	-4.5
9	NS(=O)(=O)c1ccc(NC2=CC(c3ccc([N+](=O)[O-])cc3)N(c3ccc(S(N)(=O)=O)cc3)C2=O)cc1 (configuration not stated)	-16.8	-2.1	-4.9	8.7	-3.3
10	CCOC(=O)CC(/C(C)=N\O)c1ccccc1 (configuration not stated)	5.5	5.0	4.0	-14.0	-7.3
11	CCOc1cc(CNc2ccccc2)cc(Br)c1OCc1ccc(F)cc1	39.0	-20.2	-9.3	-16.1	-1.3
12	COc1cc(NC(=O)N2c3ccccc3Sc3ccccc32)c(C(=O)O)cc1OC	-8.7	-11.9	-0.9	-2.2	-3.4
13	COc1ccccc1CNC(=O)COC(=O)Cn1cnc2c1c(=O)n(C)c(=O)n2C	-15.4	nt	nt	-4.6	-5.8
14	Cc1cccc(NC(=S)N2CCCN(c3ncccc3[N+](=O)[O-])CC2)c1	-25.1	-4.2	-12.2	-0.8	14.7
15	CC(C)Oc1ccc(F)cc1-c1cc(C(=O)NCc2ccc(C(F)(F)F)cc2)[nH]n1	54.0*	nt	nt	-5.2	-5.5

No.	CHO-K1 Ca PAM	M1 ag parental	TAAR1 agonist	M1 antag
1	14.8	-0.3	4.5	-0.9
2	22.1	13.5	0.9	-8.2
3	18.4	0.1	7.7	-14.6
4	21.4	0.7	5.0	-8.9
5	19.4	2.1	6.5	-16.8
6	12.1	0.0	6.5	2.2
7	3.9	0.5	2.3	-16.7
8	-4.5	1.3	4.8	-2.2
9	-9.0	1.0	0.4	0.6
10	12.3	0.8	8.4	-14.6
11	-22.4	0.0	2.7	5.9
12	-6.3	-0.5	4.7	-15.2
13	11.2	1.0	4.7	-5.2
14	6.9	0.6	2.0	-7.0
15	5.6	2.2	2.4	16.3

# Other results.
No.	SMILES	TAAR1 antag	OXTR potentiator	CHO parental Ca	CHO-K1 Ca antag	CHRM1 agonist
16	COc1ccc(CCCc2nc3ccccc3[nH]2)cc1	-25.7	1.5	-15.9	-11.5	-5.3
17	CCc1ccc([C@@H]2CC=C(C(=O)O)[C@H](c3ccccc3F)N2S(=O)(=O)c2ccc(C)cc2)cc1	12.4	-15.9	-19.0	-3.1	-1.7
18	CCC(C)N1CC(O)=C(c2nc3ccccc3[nH]2)C1=N (configuration not stated)	-18.3	-1.5	-12.1	-19.9	-3.6
19	COc1ccc(NC(=O)CSc2ncn(-c3ccccc3)n2)cc1Cl	-8.5	-7.7	-19.0	-19.5	0.4
20	O=C(Cn1cnc2c(cnn2-c2ccccc2)c1=O)OCc1ccccc1	8.2	-10.9	-4.6	1.0	0.2
21	CCOC(=O)CSc1nc2cccnc2n1C	-9.5	-9.1	-5.1	-6.8	-5.8
22	CCOc1ccc(-n2c(SCC(=O)Nc3ccc4c(c3)OCO4)nc3ccccc3c2=O)cc1	1.7	-10.2	-19.1	7.8	1.2
23	COCC(C)n1c(C)cc(C(=O)COC(=O)c2cc(=O)[nH]c3ccccc23)c1C (configuration not stated)	-9.1	-3.1	-8.3	-0.7	0.8
24	N#Cc1nc(COc2ccccc2)oc1N1CCCCCC1	-4.0	-4.7	54.1*	-15.1	-7.8
25	O=C(c1nc2ccccn2c1CNCCOc1cccnc1)N1CCOCC1	7.0	-4.8	-13.8	6.1	-8.1
26	O=c1ccn(C2CCCCC2)c(=O)[nH]1	3.5	nt	nt	-1.5	-1.5
27	O=C(CCNC(=O)C1CCN(S(=O)(=O)c2ccccc2)CC1)NCc1ccc(Cl)c(Cl)c1	20.6	-10.3	-16.1	-12.5	-1.1
28	COc1cc2cc(C)c(Br)c(OC)c2cc1OC	-34.8	nt	nt	-10.0	-7.3
29	CC[C@]12c3[nH]c4cc(-c5ccco5)ccc4c3CCN1C(=O)[C@@H](CC(=O)NCCCN(C)C)C[C@@H]2C(=O)N1CCN(C(=O)C2CC2)CC1	-8.4	nt	-13.8	3.0	-9.6
30	CCC1(c2ccc(F)cc2)NC(=O)N(CC(=O)Nc2cc(C)on2)C1=O (configuration not stated)	-7.2	-7.1	2.1	8.6	5.0

No.	CHO-K1 Ca PAM	M1 ag parental	TAAR1 agonist	M1 antag
16	21.3	1.7	8.8	-11.1
17	-14.6	-0.5	0.0	-0.2
18	1.6	1.2	11.3	-9.3
19	1.8	3.5	3.5	-6.4
20	6.4	3.0	9.3	-14.0
21	18.9	-0.1	4.1	-2.0
22	8.2	-0.4	4.3	-26.3
23	0.9	1.1	21.2	0.2
24	24.7	2.1	-1.9	-14.6
25	6.9	0.2	4.8	3.7
26	8.2	0.3	0.7	-9.2
27	19.8	1.7	5.4	5.0
28	27.5	0.1	0.5	-13.9
29	1.9	-0.1	0.8	20.9*
30	2.9	1.0	21.2	0.2

# Part of the list above, with tabs.
item	Structure	TAAR1 antag	OXTR potentiator	CHO parental Ca	CHO-K1 Ca antag	CHRM1 agonist	CHO-K1 Ca PAM	M1 ag parental	TAAR1 agonist	M1 antag
11	CCOc1cc(CNc2ccccc2)cc(Br)c1OCc1ccc(F)cc1	39.0	-20.2	-9.3	-16.1	-1.3	-22.4	0.0	2.7	5.9
28	COc1cc2cc(C)c(Br)c(OC)c2cc1OC	-34.8	nt	nt	-10.0	-7.3	27.5	0.1	0.5	-13.9

# Limited to CHO parental Ca and TAAR1 agonist, for some of the entries so far:
No.	Molecule	CHO parental Ca	TAAR1 agonist
19	COc1ccc(NC(=O)CSc2ncn(-c3ccccc3)n2)cc1Cl	-19.0	3.5
20	O=C(Cn1cnc2c(cnn2-c2ccccc2)c1=O)OCc1ccccc1	-4.6	9.3
21	CCOC(=O)CSc1nc2cccnc2n1C	-5.1	4.1
22	CCOc1ccc(-n2c(SCC(=O)Nc3ccc4c(c3)OCO4)nc3ccccc3c2=O)cc1	-19.1	4.3
23	COCC(C)n1c(C)cc(C(=O)COC(=O)c2cc(=O)[nH]c3ccccc23)c1C (configuration not stated)	-8.3	21.2

# Following part
No.	SMILES	TAAR1 antag	OXTR potentiator	CHO parental Ca	CHO-K1 Ca antag	CHRM1 agonist
31	O=C1CCN(Cc2ccc([N+](=O)[O-])cc2)CCN1[C@H](CO)Cc1ccccc1	1.4	-13.3	-14.7	-12.1	-0.7
32	CCN(CC(=O)NCc1cccs1)C(=O)c1cc(Br)ccc1O	-26.3	-6.4	-10.7	8.2	-1.9
33	CS(=O)(=O)NNC(=O)c1csc(Cc2c(Cl)sc3ccc(Cl)cc23)n1	-15.5	-0.2	-20.7	-6.5	-0.7
34	Cc1cccc(C(=O)NCCCN2CCCC2=O)c1	-25.8	-3.9	2.5	-2.5	-4.6
35	CN(Cc1ccccc1)S(=O)(=O)CCNC(=O)c1ccc2c(c1)OCO2	-6.6	-6.0	-14.8	6.7	-1.4
36	O=C(NCC(=O)N1CCN(Cc2ccccc2)CC1)c1cccs1	8.4	2.7	10.9	-8.4	-1.3
37	Clc1cccc(CN2CCSCC2)c1	-0.1	-8.8	-1.8	-18.9	-4.1
38	Cc1cc(NC(=O)/C(C#N)=C/c2ccc(-c3ccc(SC(F)F)cc3)o2)n(-c2ccccc2)n1	9.0	-5.0	-13.9	-17.3	-4.4
39	CCOP(=O)(c1ccccc1)c1nc(-c2ccccc2C)oc1N1CCCCC1 (configuration not stated)	-11.9	-0.5	-21.9	nt	nt
40	Cc1ccc(S(=O)(=O)N2CCOCC2)cc1NC(=O)COC(=O)COc1ccc(C#N)cc1	-1.7	nt	nt	13.8	-0.8
41	COc1ccc(CC(=O)NCc2ccc3c(c2)OCO3)cc1	-13.3	-8.7	-7.8	-21.1	-1.9
42	CCOC(=O)c1c(C)oc2ccc(OCC(N)=O)cc12	-16.2	2.3	-5.6	-7.7	-2.9
43	CCOC(=O)C1=C(C)Nc2nnnn2C1c1cccc(OC)c1OC (configuration not stated)	10.1	-3.9	-3.8	-4.9	-1.9
44	Cc1ccc(-c2cc(-c3ccccc3[N+](=O)[O-])[nH]n2)c(O)c1	2.0	-10.8	1.4	-11.3	0.0
45	CN(CCOc1ccccc1)C(=O)C1CCN(C(=O)c2ccc(Cl)cc2)CC1	-6.2	-4.3	0.3	-7.4	-2.4

No.	CHO-K1 Ca PAM	M1 ag parental	TAAR1 agonist	M1 antag
31	11.5	1.6	6.3	-15.5
32	5.7	6.0	-2.1	-1.9
33	9.0	0.1	12.1	-21.7
34	24.1	3.1	-0.1	-8.9
35	2.9	0.8	0.8	-7.4
36	11.5	1.8	2.8	-10.5
37	17.7	0.5	2.8	-18.9
38	13.5	0.3	-0.1	0.9
39	nt	nt	59.6*	nt
40	-6.5	1.3	3.3	3.1
41	17.6	1.6	-0.3	-2.7
42	10.8	4.7	10.9	-2.4
43	1.7	0.0	0.4	4.0
44	-11.0	1.9	12.7	6.0
45	3.2	1.3	-0.2	-7.7

# M1 antag: what is marked active above.
No.	canonical_smiles	TAAR1 antag	CHRM1 agonist	M1 antag
29	CC[C@]12c3[nH]c4cc(-c5ccco5)ccc4c3CCN1C(=O)[C@@H](CC(=O)NCCCN(C)C)C[C@@H]2C(=O)N1CCN(C(=O)C2CC2)CC1	-8.4	-9.6	20.9*
